# TGFb SMAD3 inh – qHTS for Inhibitors of TGF-b; HepG2 CAGA-GFP TGF-b/SMAD3 reporter, GFP fluorescence, 18 h; TGF-beta stimulated, 500 pg/mL final; Potency, µM (series often up to 46.1 µM), for the others: at the top dose activity, negative = inhibition, usual class: inhibitors; 410,000 compounds, 1.2% hits; AID 588855, 2011; further: potency means the concentration at half of the fitted maximal effect; on the % scale 0 is the no-effect control and ±100 the full control effect; nearly all actives have a fitted effect of over 65% in size
#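 Inhibition was scored as loss of TGF-beta-induced (500 pg/mL final, 18 hours, 37 degrees C) GFP in HEPG2 cells carrying a CAGA-GFP reporter, in DMEM with 1% FBS. Well GFP was summed per cell; Activity was normalised to unstimulated and stimulated DMSO wells, then concentration-response fitting.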
# A549 viability – Nrf2 qHTS screen for inhibitors: counterscreen for cytotoxicity; AID 504648, 2011; 390,000 compounds, 0.16% hits; A549 ARE-Fluc cells, CellTiter-Fluor viability, 18-24 h; Potency, µM (highest dose often 46 µM), inactives show at the top dose activity change, negative = cytotoxicity, actives largely listed as inhibitors; further: potency means the concentration at half of the fitted maximal effect; on the % scale 0 is the no-effect control and ±100 the full control effect
#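 Cytotoxicity counterscreen: CellTiter-Fluor fluorescence was measured in A549 ARE_Fluc cells after 18-24 h of compound exposure in a concentration series. The subsequent BugLite luminescent read reports ARE-luciferase activity.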
# Abeta yeast res – qHTS for compounds that reverse cellular toxicity of Amyloid beta (A-beta) peptide in yeast: Primary Screen | 410,000 compounds, 0.063% hits | Potency, µM (titrated, usually from 46.1 µM), inactives show at the highest dose growth rescue, usual class: activators | AID 1347071, 2019 | yeast expressing A-beta42, growth rescue, OD600, 48 h; response scale: 0% DMSO, 100% iron-clioquinol control; further: potency means the concentration at half of the fitted maximal effect; nearly all actives have a fitted effect of over 55% in size
#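 Yeast growth medium received pinned compounds, then yeast cells expressing toxic A-beta were added; plates incubated at 30 C for 48 hr. Growth read as absorbance at 600 nm, normalized to DMSO and equimolar FeCl3 plus clioquinol controls.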
# Nrf2 inh – Nrf2 qHTS screen for inhibitors; Potency, µM (series often up to 46 µM), inactives show at the top dose activity change, negative = inhibition, hits mostly inhibitors; 360,000 compounds, 2.1% hits; A549 ARE-Fluc reporter, luciferase luminescence, 18-24 h; further: potency means the concentration at half of the fitted maximal effect; on the % scale 0 is the no-effect control and ±100 the full control effect; nearly all actives have a fitted effect of over 60% in size
#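 Quantitative HTS in A549 cells stably bearing an antioxidant response element-firefly luciferase construct. Inhibition of Nrf2-driven transcription was scored by luminescence after 18-24 h of compound exposure at 37 °C.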
# Mm-Cpn inhibitor – Inhibitors of TCP-1 ring complex (TRiC) of Methanococcus maripaludis (MmCpn): qHTS; Potency, µM (highest dose often 76.9 µM), inactives show at the top dose activity, negative = inhibition, hits mostly inhibitors; purified Mm-Cpn ATPase, ADP Transcreener TR-FRET; 330,000 compounds, 0.031% hits; Chaperonin Mm-Cpn (Methanococcus maripaludis); further: potency means the concentration at half of the fitted maximal effect; on the % scale 0 is the no-effect control and ±100 the full control effect; nearly all actives have a fitted effect of over 80% in size
#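 Measured: ADP formation by purified Mm-CPN. Conditions: 25 nM protein, 10 uM ATP, Tris pH 7.4 with Mg2+, K+ and DTT, 37°C for 30 min. Detection: Transcreener HTRF after 30 min at room temperature.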
# HepG2 viability – qHTS for Inhibitors of TGF-b: Cytotox Counterscreen; AID 588856, 2011; 410,000 compounds, 0.76% hits; HepG2 CAGA-GFP viability, ATP luminescence, 18 h; Potency, µM (highest dose often 46.1 µM), inactives show at the top dose activity change, negative = cytotoxicity, most hits filed as cytotoxic; further: potency means the concentration at half of the fitted maximal effect; some results filed as inactive show a strong effect at the top dose
#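 CellTiter-Glo luminescence gave cytotoxicity after 18 hours at 37 degrees C. The cells were HepG2 CAGA-GFP in 1% FBS DMEM, stimulated with 500 pg/mL TGF-beta after compound addition. %Activity was normalised to no-cell wells (complete cell-killing) and DMSO (no toxicity), and curves were fitted and classified.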
# pAkt inh – HTS Assay for Inhibitors of Akt Phophorylation: Primary Screen. Neuro2A IGF-stimulated pAkt S473 HTRF, 20 min; active compounds read low. activity change, % for hits at 50 µM. 360,000 compounds, 0.32% hits. AID 651550, 2012; in the data active means activity change below about -80%; inconclusive means mostly about -51% to -80%; further: on the % scale 0 is the no-effect control and ±100 the full control effect
#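 Neuro2A cells in DMEM with 0.5% FBS, overnight at 37 deg C, given compound at single 50 µM final, then IGF (6 nM final) for 20 min at 37 deg C. Lysed; phospho-Akt Ser473 by HTRF after 24 h, 665/615 ratio.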
# Nrf2 activator – qHTS of Nrf2 Activators; AREc32 ARE-luciferase reporter (MCF7-derived line), luminescence, 24 h; Potency, µM (top dose mostly 46.1 µM), inactives show at the highest dose activation, hits mostly activators; 410,000 compounds, 0.31% hits; AID 624171, 2012; further: potency means the concentration at half of the fitted maximal effect; % of control where 0% means no effect; nearly all actives have a fitted effect of over 65% in size
#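 Cells of the AREc32 ARE-luciferase line are plated in OPTI-MEM containing 5% FBS and left overnight at 37 deg C. Compounds are pinned in, incubation continues 24 hr, and firefly luciferase signal is then measured.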
# CCT chaperon mod – High-Throughput Screening for Modulators of Cytosolic Chaperonin Activity | purified chaperonin ATPase assay, HTRF ADP detection, 30 min | activity change, % (concentration not given with the values), hits read low | 360,000 compounds, 0.3% hits | AID 651819, 2012; in the data active means activity change below about -30%; further: on the % scale 0 is the no-effect control and ±100 the full control effect
#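 Enzyme 40 or 20 nM (batch-dependent) in Tris pH 7.4/KCl/MgCl2/DTT; cpd 76 uM single point; ATP 10 uM; 30 min 37 °C; Transcreener ADP HTRF detection, 30 min RT; ratio 665/615.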
# Active calls of the source: *; i = inactive; u = inconclusive; x = no result given; [ ] = remark or other dose. Unless noted, the call rests on the fitted dose curve; in most records, active means well fitted curve in the direction sought with a large enough effect; inconclusive means small, poorly fitted or top-dose-only effect, or another doubt; inactive means no such curve, though single readings can be large; an effect the other way counts as inactive or inconclusive.
# Order of results: TGFb SMAD3 inh	A549 viability	Abeta yeast res	Nrf2 inh	Mm-Cpn inhibitor	HepG2 viability	pAkt inh	Nrf2 activator	CCT chaperon mod
1: COc1ccc2c(CC(=O)Nc3nccs3)coc2c1
    -15%	7%	7%	u	-1%	2%	i	2.3%	2.4
2: Fc1cccc(Cc2c(-c3ccccc3)nc3ccc(Br)cn23)c1
    u	x	-7%	x	x	-40%	i	4.5%	1.8
3: O=C(CCC1CCCC1)NNC(=O)c1ccc(F)cc1
    5%	0%	5%	8%	-2%	-27%	i	1.7%	-1.9
4: O=C1NC[C@@H](Cc2ccc(O)cc2)N(CCCCC2CCCCC2)C1=O
    x	x	-27%	x	x	x	i	-0.1%	-3.4
5: O=C(NCCS(=O)(=O)N1CCN(Cc2ccccc2)CC1)c1ccc(F)cc1
    -8%	0%	-9%	-3%	3%	-12%	i	-0.6%	-1.5
6: COc1ccc(OC)c(S(=O)(=O)N2CCc3ccccc32)c1
    6%	-5%	0%	-3%	1%	0%	i	0.5%	-2.3
7: Cc1nc(NS(=O)(=O)c2ccccc2)sc1C(=O)NN
    -6%	2%	-13%	u	0%	7%	i	0.2%	-0.6
8: COc1ccc(C(=O)NCCCNC(=O)c2ccc(C)nc2)cc1
    -29%	-15%	-11%	-13%	3%	-3%	i	0.2%	1.4
9: CCOc1ccc(NC(=O)Cn2c(=O)n(CCCC(=O)NCCc3ccc(Cl)cc3)c(=O)c3ccccc32)cc1
    6%	7%	-11%	x	x	-21%	x	0.0%	x
10: O=C1OCCN1S(=O)(=O)Nc1ccccc1
    -16%	-5%	0%	1%	0%	4%	i	0.2%	-3.2
11: O=C(NNC(=O)c1ccco1)c1cccc(Br)c1
    0%	-5%	-6%	13%	-7%	13%	i	12%	-1.2
12: Cc1ccc(NC(=O)c2ccc(Br)o2)c([N+](=O)[O-])c1
    4%	0%	-2%	3%	x	-11%	i	u	-2.5
13: O=C(NCc1ccc(Cl)cc1)C1CCC(CNc2c(N3CCOCC3)c(=O)c2=O)CC1 (stereo unspecified)
    -10%	1%	5%	1%	0%	-22%	i	-1.0%	-1.1
14: CC(=O)OCC1OC(OCc2cn(C[C@H]3CC[C@@H]([C@@H]4CC[C@H](Cn5cc(COC6OC(COC(C)=O)C(OC(C)=O)C(OC(C)=O)C6OC(C)=O)nn5)O4)O3)nn2)C(OC(C)=O)C(OC(C)=O)C1OC(C)=O (stereo partly specified)
    8%	-1%	2%	10%	-6%	-33%	i	-0.8%	-0.3
15: CCN(C[C@H]1N[C@@](CC)(C(=O)OC)[C@H]2C(=O)N(Cc3ccccc3)C(=O)[C@@H]12)S(=O)(=O)c1ccc(C(F)(F)F)cc1
    u	-2%	4%	u	1%	-19%	i	0.4%	2.5
16: N/C(=N\OC(=O)Cc1cccs1)c1ccccc1
    -15%	-9%	2%	u	-2%	-20%	i	4.6%	-1.1
17: O=C(OCC1OC2C(Oc3nc(=O)ccn32)C1O)c1ccccc1 (stereo unspecified)
    1%	6%	u	1%	0%	-2%	i	-0.4%	-1.7
18: N#Cc1ccc(C(=O)OCC(=O)N2CCOCC2)cc1
    u	0%	14%	3%	-10%	-1%	i	0.0%	1.1
19: CC(=O)OCC1=C(C(=O)O)N2C(=O)C(NC(=O)CCn3nc(C)c(Cl)c3C)C2SC1 (stereo unspecified)
    1%	-1%	-3%	-4%	1%	4%	i	0.1%	1.4
20: CCOC(=O)C1=CCN(S(=O)(=O)c2ccc(C)cc2)C1c1cccc(Br)c1 (stereo unspecified)
    u	x	-9%	x	x	-19%	i	14%	0.0
21: CO/N=C(/COc1ccc(F)cc1)c1ccc(OC)cc1
    4%	-5%	0%	6%	0%	-3%	i	0.3%	0.7
22: Cn1c(CN2CCCCC2)nc2cc([N+](=O)[O-])ccc21
    0%	1%	-14%	-6%	0%	-23%	i	4.4%	-4.6
23: NS(=O)(=O)c1cccc(NC(=O)CCSc2ccc(Cl)cc2)c1
    u	0%	21%	-3%	-3%	12%	i	0.5%	-0.4
24: COc1ccc(S(=O)(=O)N2CCCC(C(=O)NCc3cccnc3)C2)cc1 (stereo unspecified)
    0%	-4%	-10%	u	1%	11%	i	0.0%	-4.3
25: CCOC(=O)C(C)Sc1nnc2ccc3ccccc3n12 (stereo unspecified)
    -53%	4%	-18%	26%	x	0%	x	3.9%	x
26: Cc1ccc(Cl)cc1N1CCN(C(=O)c2ccc3nc[nH]c3c2)CC1
    u	-3%	21%	u	3%	-26%	i	-0.6%	-0.1
27: COc1ccccc1NC(=O)COc1ccc2ccccc2c1
    6%	13%	0%	-8%	-3%	3%	i	3.8%	-1.4
28: O=C(Nc1cccc(-c2nc3ccccc3s2)c1)c1ccc2c(c1)OCO2
    -2%	-20%	13%	u	1%	-46%	i	0.8%	4.5
29: Cc1nnc(SCc2nnc(-c3cccs3)o2)s1
    0%	2%	18%	8%	2%	17%	i	5.5%	-4.5
30: Cc1cc2cc(C)c(NCCNC(=O)c3ccccc3F)nc2cc1C
    -26%	1%	-34%[inhibitor]	-20%	-2%	-28%	i	4.7%	-0.1

# A draw from above in order of length of the SMILES, rising.
# Order of results: TGFb SMAD3 inh	A549 viability	Abeta yeast res	Nrf2 inh	Mm-Cpn inhibitor	HepG2 viability	pAkt inh	Nrf2 activator	CCT chaperon mod
16: N/C(=N\OC(=O)Cc1cccs1)c1ccccc1
    -15%	-9%	2%	u	-2%	-20%	i	4.6%	-1.1
18: N#Cc1ccc(C(=O)OCC(=O)N2CCOCC2)cc1
    u	0%	14%	3%	-10%	-1%	i	0.0%	1.1
8: COc1ccc(C(=O)NCCCNC(=O)c2ccc(C)nc2)cc1
    -29%	-15%	-11%	-13%	3%	-3%	i	0.2%	1.4
30: Cc1cc2cc(C)c(NCCNC(=O)c3ccccc3F)nc2cc1C
    -26%	1%	-34%[inhibitor]	-20%	-2%	-28%	i	4.7%	-0.1
2: Fc1cccc(Cc2c(-c3ccccc3)nc3ccc(Br)cn23)c1
    u	x	-7%	x	x	-40%	i	4.5%	1.8
23: NS(=O)(=O)c1cccc(NC(=O)CCSc2ccc(Cl)cc2)c1
    u	0%	21%	-3%	-3%	12%	i	0.5%	-0.4
12: Cc1ccc(NC(=O)c2ccc(Br)o2)c([N+](=O)[O-])c1
    4%	0%	-2%	3%	x	-11%	i	u	-2.5
26: Cc1ccc(Cl)cc1N1CCN(C(=O)c2ccc3nc[nH]c3c2)CC1
    u	-3%	21%	u	3%	-26%	i	-0.6%	-0.1
14: CC(=O)OCC1OC(OCc2cn(C[C@H]3CC[C@@H]([C@@H]4CC[C@H](Cn5cc(COC6OC(COC(C)=O)C(OC(C)=O)C(OC(C)=O)C6OC(C)=O)nn5)O4)O3)nn2)C(OC(C)=O)C(OC(C)=O)C1OC(C)=O (stereo partly specified)
    8%	-1%	2%	10%	-6%	-33%	i	-0.8%	-0.3

# Next part.
# Order of results: TGFb SMAD3 inh	A549 viability	Abeta yeast res	Nrf2 inh	Mm-Cpn inhibitor	HepG2 viability	pAkt inh	Nrf2 activator	CCT chaperon mod
31: CCOCCCNC(=S)Nc1cc(C)cc(C)c1
    2%	6%	21%	u	-4%	-2%	i	-0.7%	-1.3
32: COc1ccccc1NC(=O)c1nn(-c2ccc(F)c(F)c2)ccc1=O
    9%	11%	20%[9.22 µM]	x	-1%	0%	i	3.7%	-2.9
33: O=C1NC[C@@H](CCCCN2CCN(CCc3ccc(O)cc3)C(=O)C2=O)N(CCC2CCCCC2)C1=O
    x	x	-6%	x	x	x	i	-0.7%	-2.3
34: CCN(CC)S(=O)(=O)c1ccc(Cl)c(NC(=O)c2cc(Cl)cc(Cl)c2)c1
    8%	5%	-2%	-1%	1%	-14%	i	-2.0%	-5.0
35: O=C1c2oc3ccc(F)cc3c(=O)c2C(c2cccc([N+](=O)[O-])c2)N1CCCN1CCOCC1 (stereo unspecified)
    5%	0%	6%	-42%	x	4%	x	6.9%	x
36: CCC(CC)C(=O)c1c[nH]c(C(=O)NCCCN2CCOCC2)c1
    -2%	0%	8%	1%	0%	-2%	i	-0.1%	-3.0
37: O=S(=O)(NCCc1ccccc1)c1ccc(F)cc1
    -7%	15%	-19%	2%	-2%	-26%	i	2.1%	0.3
38: C=CCn1c(SCC(=O)Nc2cc(C)c(Cl)cc2OC)nnc1-c1ccco1
    9%	-24%	2%	u	0%	-19%	i	0.2%	-1.6
39: COc1cccc(NS(=O)(=O)c2ccc3c(c2)CCN3C(C)=O)c1
    -34%	-6%	4%	10µM*	1%	-20%	i	3.8%	0.0
40: CCc1ccc(CCC(=O)Nc2sc(C)c(C)c2C(=O)OC)o1
    u	26%	-9%	u	-2%	-4%	-91%*	2.3%	-0.4
41: Cc1ccc(C(=O)n2nc(-c3ccccc3)nc2NCc2ccco2)cc1
    0%	12%	17%	x	-3%	-17%	i	-0.1%	-60*

# Assay outcomes as filed in PubChem BioAssay.

# This is a random part of the collection; overall some 4.3% were active at least once.
